# TGFb SMAD3 inh = blocks TGF-b signaling | Potency, µM (titrated, usually from 46.1 µM), without a hit: top-dose activity, negative = inhibition, hits mostly inhibitors | 1.2% of 410,000 active | HepG2 CAGA-GFP TGF-b/SMAD3 reporter, GFP fluorescence, 18 h; TGF-beta stimulated, 500 pg/mL final; also: potency is read from the fitted curve at half-maximal effect; % is scaled to controls: 0 for no effect and ±100 for the full control effect; nearly all actives have a fitted effect of over 65% in size
#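 HEPG2 CAGA-GFP, 1000 cells/well; 2 h settle, 37 C; cpd via pin tool; TGF-b 500 pg/mL final; 18 h, 37 C; GFP imaging ex488/em500-530; %Activity normalised to -TGF-b and +DMSO controls; CRC fit, curve class.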
# HepG2 viability = counter-screen for TGF-b inhibitors: cytotoxicity in HepG2 cells; HepG2 CAGA-GFP viability, ATP luminescence, 18 h; Potency, µM (doses to about 46.1 µM), inactives show top-dose activity change, negative = cytotoxicity, usual class: cytotoxic; 0.76% of 410,000 active; also: potency is read from the fitted curve at half-maximal effect; some results filed as inactive show a strong effect at the top dose
#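 HepG2 CAGA-GFP cells (1000/well, DMEM with 1% FBS) received compound, then TGF-beta at 500 pg/mL final, and were incubated 18 hours at 37 degrees C. Viability was read by CellTiter-Glo luminescence. Media-only wells were set as complete cell-killing and DMSO as no toxicity.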
# A549 tox = counter-screen for Nrf2 inhibitors: cytotoxicity in A549 cells; A549 ARE-Fluc cells, CellTiter-Fluor viability, 18-24 h; Potency, µM (highest dose often 46 µM), without a hit: at the top dose activity change, negative = cytotoxicity, usual class: inhibitors; 0.16% of 390,000 active; also: potency is read from the fitted curve at half-maximal effect; % is scaled to controls: 0 for no effect and ±100 for the full control effect
#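 A549 ARE_Fluc cells in 5% FBS OPTI-MEM were exposed to compounds in concentration-response for 18-24 h at 37 deg C. Viability was read by CellTiter-Fluor fluorescence (Ex 405/Em 525) after 30 min, before the luciferase read.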
# Mm-Cpn inhibitor = blocks the Methanococcus maripaludis chaperonin Mm-Cpn | AID 504842 | Potency, µM (doses to about 76.9 µM), for the others: at the top dose activity, negative = inhibition, usual class: inhibitors | purified Mm-Cpn ATPase, ADP Transcreener TR-FRET | 0.031% of 330,000 active; also: potency is read from the fitted curve at half-maximal effect; % is scaled to controls: 0 for no effect and ±100 for the full control effect; nearly all actives have a fitted effect of over 80% in size
#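 Compound-treated chaperonin, 25 nM final, turns over 10 uM ATP at 37°C for 30 min following a 10 min preincubation; ADP generated competes with ADP-d2 for Eu-cryptate antibody, lowering FRET.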
# pAkt inh = Akt phosphorylation inhibition. Neuro2A IGF-stimulated pAkt S473 HTRF, 20 min; stronger effect = lower value. activity change, % for hits at 50 µM. 0.32% of 360,000 active. AID 651550; in the data active = activity change below about -80%; inconclusive = mostly about -51% to -80%; also: % is scaled to controls: 0 for no effect and ±100 for the full control effect
#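 Single-point screen (50 µM final compound) in Neuro2A cells stimulated 20 min with 6 nM IGF at 37 deg C. After lysis, Ser473-phosphorylated Akt read by HTRF (ex 330 nm, em 615/665 nm) as the 665/615 ratio.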
# Nrf2 block = Nrf2 pathway inhibition; A549 ARE-Fluc reporter, luciferase luminescence, 18-24 h; Potency, µM (highest dose often 46 µM), for the others: at the top dose activity change, negative = inhibition, most hits filed as inhibitors; 2.1% of 360,000 active; also: potency is read from the fitted curve at half-maximal effect; % is scaled to controls: 0 for no effect and ±100 for the full control effect; nearly all actives have a fitted effect of over 60% in size
#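 In this cell-based qHTS, ARE-driven firefly luciferase in A549 cells reports Nrf2 activity; the luminescent signal after BugLite lysis is the measured value, with a prior CellTiter-Fluor read for cell health.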
# Abeta yeast res = compounds reversing amyloid beta toxicity in yeast. 0.063% of 410,000 active. AID 1347071. Potency, µM (highest dose often 46.1 µM), inactives show top-dose growth rescue, usual class: activators. yeast expressing A-beta42, growth rescue, OD600, 48 h; response scale: 0% DMSO, 100% iron-clioquinol control; also: potency is read from the fitted curve at half-maximal effect; nearly all actives have a fitted effect of over 55% in size
#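 Yeast A-beta toxicity model in growth medium with pinned compounds, 48 h at 30 C; growth read as absorbance at 600 nm. Normalized to FeCl3/clioquinol equimolar mix (positive) and DMSO (negative).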
# CCT modulator = changes cytosolic chaperonin activity. activity change, % (test concentration not listed), hits read low. 0.3% of 360,000 active. purified chaperonin ATPase assay, HTRF ADP detection, 30 min; in the data active = activity change below about -30%; also: % is scaled to controls: 0 for no effect and ±100 for the full control effect
#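 ATPase activity: ADP formed was measured by HTRF Transcreener (665/615 nm ratio) after 30 min at 37 deg C with 10 uM ATP. Compounds screened at one 76 uM concentration against 40 or 20 nM TRiC in Tris pH 7.4/KCl/MgCl2/DTT buffer.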
# Nrf2 activator = Nrf2 pathway activation. AREc32 ARE-luciferase reporter (MCF7-derived line), luminescence, 24 h. Potency, µM (titrated, usually from 46.1 µM), without a hit: at the top dose activation, usual class: activators. 0.31% of 410,000 active; also: potency is read from the fitted curve at half-maximal effect; % of control where 0% means no effect; nearly all actives have a fitted effect of over 65% in size
#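 Reporter line AREc32 (ARE-Fluc), seeded overnight in OPTI-MEM with 5% FBS; compound pin-transferred, 24 hr at 37 deg C, 5% CO2; luminescent read-out.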
# An asterisk follows results filed as active; i = inactive; ? = inconclusive; . = not tested or not shown; [ ] = remark or other dose. Unless noted, calls follow the shape of the dose curve; as a rule, active = well fitted curve in the direction sought with a large enough effect; inconclusive = small, poorly fitted or top-dose-only effect, or another doubt; inactive = no such curve, though single readings can be large; an effect the other way counts as inactive or inconclusive.
# Fields – TGFb SMAD3 inh | HepG2 viability | A549 tox | Mm-Cpn inhibitor | pAkt inh | Nrf2 block | Abeta yeast res | CCT modulator | Nrf2 activator
COc1ccc(-c2nnc(SCC(=O)NCc3ccco3)o2)cc1
    -2% | -15% | 1% | 1% | i | 11% | -9% | 0.8 | 8.6%
Cc1cc(C)n(-c2ccc(C(=O)N3CCc4ccccc43)cc2)n1
    -7% | -25% | 0% | -3% | i | 0% | -2% | -1.9 | 0.5%
CC(=O)N1CCN(S(=O)(=O)c2cccc(C(=O)NNC(=O)Cn3ccc(C(F)(F)F)n3)c2)CC1
    7% | 1% | 5% | -1% | i | 2% | -5% | 0.4 | 0.2%
CSc1ccccc1NC(=O)CN(C)CC(=O)Nc1ccc(Cl)cc1F
    -25% | 11% | 14% | -1% | i | 10% | -40%[inhibitor] | -0.7 | 2.2%
CCCCN1C(=O)/C(=C2\SC(N3CCCCC3)=NC2=O)c2ccccc21
    0% | -22% | -22% | -1% | i | -26% | 3% | -1.5 | 3.2%
Cc1ccc(S(=O)(=O)N(C)C)cc1NC(=O)COC(=O)Cc1ccccc1F
    0% | -2% | -10% | 1% | i | 10% | 19% | 1.9 | 0.4%
NC(=O)CCn1cnc2ccccc21
    0% | -65% | -2% | 1% | i | 23% | 7% | 0.5 | -0.1%
Cc1cc(NC(=O)COC(=O)c2c(C)c(C)c(C)c(C)c2C)no1
    -24% | -30% | -3% | -1% | i | -18% | 28% | -1.6 | 3.5%
Cc1cccc(NC(=O)c2ccc(C(=O)Nc3cccc(C)c3)nc2)c1
    ? | -19% | -9% | -1% | i | -11% | 4% | -0.7 | 2.0%
N#Cc1c(C#N)c(SSc2c(C#N)c(C#N)c(N)n2-c2ccccc2)n(-c2ccccc2)c1N
    2% | 8% | 3% | . | i | 2% | -7% | 0.8 | 2.8%
CCOC(=O)N1CCN(S(=O)(=O)c2ccc(C)cc2)C1c1ccccc1 (stereo not drawn)
    0% | -17% | 3% | 0% | i | 15% | -15% | -1.5 | -0.1%
COC(=O)c1ccccc1NC(=O)COC(=O)c1ccccc1N=Nc1ccc(N(C)C)cc1
    -1% | 0% | -14% | 0% | i | ? | -14% | -1.8 | 2.3%
CC(SCc1ccccc1)C(=O)NN=C1CCN(C)CC1 (stereo not drawn)
    -6% | -3% | 0% | -3% | i | -22% | -21% | -2.8 | 0.2%
CCOC(=O)NC(Nc1ncccn1)(C(F)(F)F)C(F)(F)F
    -3% | -58% | -4% | 0% | i | . | 3% | -1.3 | -0.7%
Cc1ccc(Sc2c(C)nn(C(=O)c3ccc(Cl)cc3)c2C)cc1
    0% | -22% | 1% | . | . | 6% | 5% | . | 3.0%
CCOC(=O)C1(CCOc2ccccc2)CCN(C(=O)CCSC)CC1
    -14% | -2% | -3% | . | i | 0% | 0% | 2.2 | 0.0%
Cc1cccc(NC(=O)C2CCCN(S(=O)(=O)c3ccc4[nH]c(=O)ccc4c3)C2)n1 (stereo not drawn)
    -7% | 3% | -10% | 1% | i | -6% | 5% | 1.7 | 1.9%
O=C(NC12CC3CC(CC(C3)C1)C2)c1ccc(-c2cccc(Cl)c2)o1
    -34% | 1% | -2% | -1% | i | ? | -9% | 0.4 | 0.5%
COc1ccc2cc(C3(C)NC(=O)N(CC(=O)NCc4ccco4)C3=O)ccc2c1 (stereo not drawn)
    1% | 4% | 3% | -1% | i | 21% | 7% | -1.1 | -0.4%
COCCNC(=O)c1c(CSc2ccccc2)noc1C(=O)NCc1ccccc1
    -3% | -16% | 17% | -3% | i | -5% | -13% | -3.2 | 0.2%

# Next section; the last 2 above are carried over.
# Fields – TGFb SMAD3 inh | HepG2 viability | A549 tox | Mm-Cpn inhibitor | pAkt inh | Nrf2 block | Abeta yeast res | CCT modulator | Nrf2 activator
COc1ccc2cc(C3(C)NC(=O)N(CC(=O)NCc4ccco4)C3=O)ccc2c1 (stereo not drawn)
    1% | 4% | 3% | -1% | i | 21% | 7% | -1.1 | -0.4%
COCCNC(=O)c1c(CSc2ccccc2)noc1C(=O)NCc1ccccc1
    -3% | -16% | 17% | -3% | i | -5% | -13% | -3.2 | 0.2%
C/C(=N\n1c(C)nc2ccccc2c1=O)c1ccc(C)o1
    12% | -11% | -1% | -2% | i | -19% | 13% | 0.3 | -0.9%
CCCC12CN3CCN(CC(C3)/C1=N\NC(=O)c1ccc(F)cc1)C2
    -5% | 6% | -3% | -18% | i | 4% | -7% | -2.7 | 3.1%
CCN(CC(=O)NC1CCS(=O)(=O)C1)c1nc(-c2ccccc2)nc2ccccc12 (stereo not drawn)
    1% | -17% | -7% | 0% | i | 5% | 2% | 3.6 | 3.3%
COC(=O)c1cccc(NC(=S)Nc2cccc(Cl)c2Cl)c1
    18% | 26% | 6% | 1% | i | 3% | 1% | 0.6 | 0.5%
COc1ccc(OCC(=O)NCCNC(=O)c2ccncc2)cc1
    28% | -7% | 13% | 1% | i | 1% | 1% | -2.0 | 0.0%
O=C(c1ccc(N2CN(C(=O)c3ccco3)c3nc4ccccc4nc32)cc1)N1CCOCC1
    2% | -36% | -15% | -6% | i | ? | -12% | 2.2 | 4.9%
Cc1ccc(S(=O)(=O)N2[C@@H](c3ccccc3)C(C(=O)O)=CC[C@H]2c2cccc(Cl)c2)cc1
    8% | 21% | -8% | 3% | i | -9% | -17% | 0.6 | -0.9%
S=C(NCCc1ccccc1)N/N=C/c1ccc(Cl)cc1
    ? | -68% | 1% | -3% | i | -4% | -3% | 0.8 | 7.1%
O=C(Cn1c(-c2cncs2)nc2ccccc21)NCCc1ccccc1
    -10% | 0% | -6% | -1% | i | 9% | 13% | 2.2 | -0.9%
CCc1ncc(C(O)c2cccc3ccccc23)n1C (stereo not drawn)
    4% | 1% | 15% | 0% | i | -2% | 7% | -4.9 | 0.2%
COc1cc(NC(=O)CSc2nc3nc(C)c(Cc4ccccc4)c(C)n3n2)cc(OC)c1
    -29% | -9% | 8% | . | . | . | -2% | . | 0.2%
CC(C)(C)c1cc(CN2CCC(O)CC2)cc(C(C)(C)C)c1O
    -11% | -4% | 20% | -3% | i | 4% | -6% | -2.0 | 0.1%
OC1CCN(c2ncnc3nc[nH]c23)CC1
    28% | 21% | 9% | 0% | i | 10% | -1% | 2.1 | -1.3%
COc1ccccc1/C=C/c1ccc2cccc(O)c2n1
    0% | -21% | 0% | -1% | i | -13% | -1% | -4.4 | 26%
CCc1ccccc1NC(=O)Nc1cc(C(=O)NCc2ccc(OC)cc2)ccc1N1CCCC1
    -21% | -36% | -23% | . | . | . | -2% | . | 3.1%
Cc1cccc(OCC(=O)Nc2cccc(C(=O)OCc3cc(=O)n4nc(C(C)C)sc4n3)c2)c1
    2% | -18% | -16% | . | . | . | 3% | . | 0.1%
O=C(O)c1cc(S(=O)(=O)N2CCN(C(c3ccccc3)c3ccccc3)CC2)ccc1Cl
    0% | 12% | 1% | 0% | i | 13% | 11% | 0.9 | -0.4%
CCOC(=O)Cc1cnc(NC(=O)CSc2nc(N)cc(N)n2)s1
    10% | 0% | 0% | 1% | i | -2% | -9% | 1.8 | 0.6%
O=C1CCSc2ccc(S(=O)(=O)Nc3ccc(Cl)c(C(F)(F)F)c3)cc2N1
    ? | -13% | 1% | . | . | -23% | -5% | . | 4.7%
COc1cc(C(=O)Nc2ccc3oc(-c4ccccc4)nc3c2)cc(OC)c1OC
    ? | -69% | ? | . | . | 21µM* | 3% | . | -2.5%
O=C(O)c1ccc(NCc2cccs2)cc1
    -24% | 11% | 2% | 1% | i | -15% | 30% | -0.2 | -0.2%
O=c1c2ccccc2n(Cc2c(F)cccc2Cl)c(=O)n1Cc1ccccc1
    2% | -9% | 0% | . | . | ? | 3% | . | 3.6%
NC(Cc1ccc(O)cc1)c1cn([C@@H](CCC(=O)O)C(=O)N2CCNCC2)nn1 (stereo partly drawn)
    -6% | -2% | -2% | . | i | 18% | -1% | 1.3 | 1.5%
CCOc1ccc(NS(=O)(=O)c2ccc(C)c(C(N)=O)c2)cc1
    11% | -1% | -3% | -4% | i | ? | -10% | -0.3 | 2.2%
Cc1ccc(OCc2n[nH]c(=S)n2C2CCCCC2)cc1
    -27% | -50% | -4% | 0% | i | -14% | -2% | 0.3 | -0.4%
c1ccc(-c2noc(CN3CCOCC3)n2)cc1
    1% | 7% | -4% | 1% | i | ? | -6% | -2.4 | 0.7%
CCOc1ccc(N(C)C(=O)CS(=O)(=O)c2cccc3nsnc23)cc1
    -13% | 3% | -2% | . | . | . | -1% | . | 1.1%
CCOC(=O)C1CCCN(C(=O)CN2C(=O)/C(=C/c3ccc(OC)cc3)Oc3ccccc32)C1 (stereo not drawn)
    4% | -3% | -1% | -1% | i | ? | -12% | -0.7 | 3.3%
Cc1nnc(NC(=O)CSC2=NN3CCCC(=O)N=C3S2)s1
    24% | -6% | 4% | -14% | i | 2% | -11% | -4.2 | 0.5%
CCOC(=O)C1CCN(c2ncnc3nc[nH]c23)CC1
    -2% | -15% | -1% | 1% | i | 7% | 2% | 0.1 | 0.4%
[O-]/[N+](=C/c1ccc(F)cc1)c1ccccc1
    1% | -17% | -6% | -3% | i | 5% | 1% | 0.4 | 0.6%
Brc1ccc2c(c1)[C@H]1OCC[C@H]1[C@@H](c1cccs1)N2
    ? | 19% | 1% | -2% | i | ? | -8% | 1.5 | ?
COc1ccc(C2=C(Nc3ccc(C)c(C)c3)c3ccccc3C2=O)cc1
    -22% | -21% | -11% | . | . | -3% | -3% | . | -1.0%
COCC(=O)N1CCC(Oc2ccc(C(=O)NC3Cc4ccccc4C3)cc2)CC1
    1% | -15% | 3% | -5% | i | 11% | 7% | -3.4 | 1.5%
O=S(=O)(c1ccc2c(c1)CCN2)N1CCCCCC1
    0% | -17% | -6% | . | . | -4% | -10% | . | 3.8%
